Source: PubChem
HRas wt GTP bind – modulators of GTP binding to human HRas wildtype. P01112. GST-Ras wt beads, Bodipy-FL-GTP binding, flow cytometry; actives lie on both sides. GTP binding activity, % at 10 µM. 190,000 tested, 0.14% active. AID 759;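 active = GTP binding activity at least 20% away from the 100% baseline, either lowered as inhibitor or raised as activator; inconclusive = flagged as likely green fluorescent, judged across all proteins in the well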;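 also: 0% = unlabeled GTP competition control and 100% = no-compound control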
Target sequence (P01112 whole entry, looked up): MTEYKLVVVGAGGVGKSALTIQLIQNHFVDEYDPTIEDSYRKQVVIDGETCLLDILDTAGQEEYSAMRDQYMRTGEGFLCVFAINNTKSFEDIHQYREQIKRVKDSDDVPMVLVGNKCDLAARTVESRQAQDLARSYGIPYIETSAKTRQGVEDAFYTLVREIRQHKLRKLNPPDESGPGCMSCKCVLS
Rab2 wt GTP – changes GTP binding to wildtype dog Rab2A, up or down. 190,000 tested, 0.19% active. P61105. GTP binding activity, % at 10 µM. AID 760. GST-Rab2 wt beads, Bodipy-GTP binding, flow cytometry;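 active = GTP binding activity at least 20 points away from 100%, either lowered or raised; inconclusive = signal likely due to the compound's own green fluorescence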;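 also: 0% = beads with excess unlabeled GTP and 100% = no-compound control corrected for plate trend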
Rab7 wt GTP bind – modulators of GTP binding to dog Rab7 wildtype GTPase; 190,000 tested, 0.055% active; GST-Rab7 beads, fluorescent GTP binding, flow cytometry; actives lie on both sides; untreated = 100%, excess cold GTP = 0%; AID 758; GTP binding activity (percent of control), % at 10 µM;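 active = fluorescent GTP binding to Rab7 beads changed by at least 20 points from the 100% baseline, either direction, mostly lower; inconclusive = compound itself probably fluorescent, or too few beads counted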;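 also: median green fluorescence of bound Bodipy-FL-GTP per Rab7 bead population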
ABCG2 block – inhibitors of human ABCG2 transporter, ABCB1 counter-screen; IgMXP3 cells, JC-1 efflux, flow cytometry; inhibition, % at 6.6 µM; 190,000 tested, 0.1% active;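 active = inhibition above 80%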;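 also: 0% = DMSO and 100% = nicardipine control wells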
Target sequence (Q9UNQ0 whole entry, looked up): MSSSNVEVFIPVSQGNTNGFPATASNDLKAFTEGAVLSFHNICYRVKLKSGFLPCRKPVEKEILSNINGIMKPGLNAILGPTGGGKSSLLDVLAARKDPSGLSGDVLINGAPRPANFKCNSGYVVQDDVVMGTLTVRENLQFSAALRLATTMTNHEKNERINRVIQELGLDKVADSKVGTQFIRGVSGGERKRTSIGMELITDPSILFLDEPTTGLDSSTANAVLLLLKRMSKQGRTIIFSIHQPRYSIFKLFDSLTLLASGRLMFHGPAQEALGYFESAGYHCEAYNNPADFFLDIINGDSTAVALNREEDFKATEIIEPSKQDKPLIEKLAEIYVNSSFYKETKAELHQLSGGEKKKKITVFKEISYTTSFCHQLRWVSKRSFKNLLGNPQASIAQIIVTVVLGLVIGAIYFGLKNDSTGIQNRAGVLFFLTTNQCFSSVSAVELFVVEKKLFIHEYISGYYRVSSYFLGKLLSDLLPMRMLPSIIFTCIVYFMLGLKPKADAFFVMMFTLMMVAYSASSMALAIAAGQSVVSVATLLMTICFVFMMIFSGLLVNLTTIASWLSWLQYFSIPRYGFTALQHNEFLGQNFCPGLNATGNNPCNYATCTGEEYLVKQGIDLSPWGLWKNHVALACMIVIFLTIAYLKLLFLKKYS
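Times: 10 min at 25 °C | Test system: Two drug-resistant human cell lines, ABCG2 and ABCB1 | Quantity: 3 million cells/mL final, two lines in 1:1 ratio | Signal: Flow cytometry, 530 nm JC-1 signal | Dosing: Compound at 6.6 µM | Controls: Nicardipine and DMSO wells | Reagent: JC-1 as fluorescent efflux pump substrate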
Rac1 mut GTP – modulators of GTP binding to human Rac1 activated mutant. P63000. GST-Rac1 activated beads, fluorescent GTP binding, flow cytometry; actives lie on both sides; 100% means binding = to untreated wells. percent activity (GTP binding), % at 10 µM. 190,000 tested, 0.11% active;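 active = GTP binding at least 20 percentage points away from the 100% baseline, in either direction, so actives lie on both sides; inconclusive = Compound likely fluorescent itself, or too few beads counted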
ABCB1 block – human ABCB1 inhibition, ABCG2 as counter-screen; AID 1326; P08183; CCRF-Adr cells, JC-1 efflux, flow cytometry; 190,000 tested, 0.067% active; inhibition, % at 6.6 µM; in the data active = inhibition above about 40%;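 also: 0% = vehicle and 100% = reference inhibitor; higher value means more JC-1 retained so stronger ABCB1 efflux block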
GSH bead fluor – GSH bead compound fluorescence profile. GSH beads flow cytometry, compound fluorescence 488/530 nm; stronger effect = higher value. fluorescence (KMESF) at 10 µM. 190,000 tested, 0.25% active. AID 1776; in the data active = fluorescence above about 89;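 also: glutathione beads carrying GST-tagged Bcl family fusion proteins plus one bare bead set; values are compound well signal with DMSO vehicle wells as background; inactives centre near 16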
Cdc42 wt GTP – modulators (inhibitors or activators) of GTP binding to human Cdc42 wildtype; P60953; GST-Cdc42 beads, Bodipy-GTP binding, flow cytometry; actives lie on both sides; percent activity (GTP binding), % at 10 µM; 190,000 tested, 0.2% active; AID 761;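 active = percent activity GTP binding at least 20 points away from the 100% baseline, either down as inhibitor or up as activator; inconclusive = compound flagged as likely green fluorescent from well-wide comparison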;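 also: median bead fluorescence of bound Bodipy-FL-GTP at 100 nM; 0% = excess unlabeled GTP control and 100% = no compound control; below 100% means less GTP binding so inhibitor and above means activator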
Target sequence (P60953 whole entry, looked up): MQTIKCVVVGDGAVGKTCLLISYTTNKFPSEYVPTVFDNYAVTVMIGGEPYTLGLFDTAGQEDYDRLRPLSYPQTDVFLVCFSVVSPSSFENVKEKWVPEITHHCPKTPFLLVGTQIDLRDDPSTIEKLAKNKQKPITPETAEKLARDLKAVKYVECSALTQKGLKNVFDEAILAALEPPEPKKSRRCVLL
Avidin fluor – compound fluoresces at 488/530 nm on avidin beads | compound fluorescence 488/530 nm, flow cytometry; stronger effect = higher value | fluorescence (KMESF) at 10 µM | 220,000 tested, 0.38% active; in the data active = fluorescence above about 47; also: inactives centre near 10
Pf gamet viab – inhibitors of late stage P. falciparum gametocyte viability | P. falciparum stage V gametocytes, ATP luminescence, 24 h | inhibition, % at 10.9 µM | 150,000 tested, 0.065% active | AID 743093;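 active = inhibition above the mean plus 3 SD of compounds within the control limits, set per campaign, cut at about 38% in these data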;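 also: 0% = DMSO wells and 100% = medium only without gametocytes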
Rac1 wt GTP bind – alters GTP binding to wildtype human Rac1 | P63000 | GST-Rac1 beads, fluorescent GTP binding, flow cytometry; actives lie on both sides; 0 = cold GTP competed, 100 = untreated | GTP binding activity (% of control), % at 10 µM | 190,000 tested, 0.27% active | AID 757;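 active = GTP binding activity at least 20 points away from the 100% control level, either lower or higher; inconclusive = compound flagged as likely green fluorescent, judged across all proteins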
The depositor's hits bear a star; ? = inconclusive; · = not tested or not shown. Compounds were not picked by outcome; about 1.1% have a hit in one of these screens.

SMILES	HRas wt GTP bind	Rab2 wt GTP	Rab7 wt GTP bind	ABCG2 block	Rac1 mut GTP	ABCB1 block	GSH bead fluor	Cdc42 wt GTP	Avidin fluor	Pf gamet viab	Rac1 wt GTP bind
O=C(Cc1csc(NC(=O)c2ccccc2)n1)NO	99	100	103	5	98	0.5	15	101	9	19	100
COc1cc(NC(=O)c2cccs2)c(C(=O)OCC(=O)c2cc(C)n(-c3ccccc3)c2C)cc1OC	103	101	105	3	101	1.5	7	101	3	-2	105
CC(C)CC(=O)CC1(O)C(=O)Nc2ccccc21 (stereo not given)	98	95	96	1	95	0.6	12	95	24	·	98
Cc1cccn2c(CNCCCOc3cccnc3)c(C(=O)N3CCOCC3)nc12	96	95	96	0	94	0.1	27	96	6	-2	101
COc1cccc(CNC(=O)Cn2nc(-c3ccc(Cl)cc3)ccc2=O)c1	99	98	99	1	100	0.1	52	100	5	·	100
O=C(COC(=O)Cc1ccccc1F)Nc1ccc2c(c1)OCO2	98	98	103	8	97	2.5	10	97	11	12	99
COc1ccc(C2C(CC(=O)O)=C(O)C(=O)N2c2ccccc2)cc1 (stereo not given)	100	99	97	-1	97	0.3	27	99	14	·	99
CCOc1ccc(-c2cc(CCCC(=O)NCc3ccco3)no2)cc1	105	105	103	0	103	-2.4	18	106	8	·	106
CC(Cc1ccccc1)NC(=O)C1(c2ccccc2)CCOCC1 (stereo not given)	100	100	97	1	99	0.2	42	101	36	-3	105
O=C1CCC(c2ccccc2)=NN1	95	97	107	2	95	0.9	12	100	8	5	94
Cc1cccc(-c2nc(C#N)c(N3CCCCCC3)o2)c1	101	98	97	42	99	2.1	30	99	9	·	100
CN(CC1CCOCC1)C(=O)CC1C(=O)NCCN1Cc1cccc(Oc2ccccc2)c1 (stereo not given)	97	98	95	2	98	0.6	13	97	5	-13	100
Cc1ccc(S(=O)(=O)N2CCC(O)(c3cccnc3)CC2)cc1	100	101	99	22	99	1.3	25	101	13	·	99
COc1cccc(CNC(=O)CCc2nnc(C3CCCCC3)o2)c1	94	97	94	11	92	3.4	14	96	3	-9	97
CC/C(=N\NC(C)=O)c1ccc(OC(F)F)cc1	98	96	108	9	97	1.1	17	99	14	·	95
COc1cc(-c2nc(CN(C)C(C)c3ccncn3)c(C)o2)ccc1F (stereo not given)	100	101	107	5	97	1.0	11	99	3	5	103
CC(=O)Nc1ccc(NS(=O)(=O)c2cn(C)c(=O)n(C)c2=O)cc1	98	98	99	2	96	0.4	27	98	6	·	95
CCCNS(=O)(=O)c1ccc(CCC(=O)N2CCN(c3ccc(OC)cc3)CC2)cc1	104	102	103	3	103	0.9	10	106	10	-16	109
CC(C)(C)C1CCc2onc(C(=O)Nc3cnn(Cc4ccc(F)cc4)c3)c2C1 (stereo not given)	?	?	?	8	?	1.5	24	?	11	-15	?
O=C(/C=C/c1ccc(-c2ccccc2[N+](=O)[O-])o1)c1ccc(F)cc1	98	96	99	2	97	0.3	5	97	5	·	100
COc1ccc(N2CC(NC(=O)NC(C)(C)C)CC2=O)cc1 (stereo not given)	99	102	99	5	98	0.2	13	99	14	-10	100
O=C(Nc1ncnc2c1CCC2)C12CC3CC(CC(C3)C1)C2	103	105	102	3	101	0.8	18	104	17	-23	107
COc1ccc(/C=C2\S/C(=N/S(=O)(=O)c3cccs3)NC2=O)cc1	95	90	101	0	88	-0.2	13	89	23	10	92
CC(C)C(c1nnnn1CC1CCCO1)N1CCN(Cc2ccc3c(c2)OCO3)CC1 (stereo not given)	100	100	100	1	100	0.5	26	104	17	3	104
Cc1csc(N(C(=O)Cc2ccccc2F)c2ccccc2)n1	?	?	?	0	?	0.1	19	?	7	-5	?

Not a retest: an excerpt of the list.
SMILES	HRas wt GTP bind	Rab2 wt GTP	Rab7 wt GTP bind	ABCG2 block	Rac1 mut GTP	ABCB1 block	GSH bead fluor	Cdc42 wt GTP	Avidin fluor	Pf gamet viab	Rac1 wt GTP bind
CC(C)C(c1nnnn1CC1CCCO1)N1CCN(Cc2ccc3c(c2)OCO3)CC1 (stereo not given)	100	100	100	1	100	0.5	26	104	17	3	104
Cc1csc(N(C(=O)Cc2ccccc2F)c2ccccc2)n1	?	?	?	0	?	0.1	19	?	7	-5	?

An excerpt from above, showing only Rac1 wt GTP bind, Pf gamet viab and HRas wt GTP bind.
molecule	Rac1 wt GTP bind	Pf gamet viab	HRas wt GTP bind
O=C1CCC(c2ccccc2)=NN1	94	5	95
Cc1cccc(-c2nc(C#N)c(N3CCCCCC3)o2)c1	100	·	101
CN(CC1CCOCC1)C(=O)CC1C(=O)NCCN1Cc1cccc(Oc2ccccc2)c1 (stereo not given)	100	-13	97
Cc1ccc(S(=O)(=O)N2CCC(O)(c3cccnc3)CC2)cc1	99	·	100
COc1cccc(CNC(=O)CCc2nnc(C3CCCCC3)o2)c1	97	-9	94
CC/C(=N\NC(C)=O)c1ccc(OC(F)F)cc1	95	·	98

(more compounds)
SMILES	HRas wt GTP bind	Rab2 wt GTP	Rab7 wt GTP bind	ABCG2 block	Rac1 mut GTP	ABCB1 block	GSH bead fluor	Cdc42 wt GTP	Avidin fluor	Pf gamet viab	Rac1 wt GTP bind
O=C(Cc1ccccc1[N+](=O)[O-])Nc1ccccc1C(=O)N1CCOCC1	97	97	96	5	96	1.4	20	96	4	1	98
COc1ccc(-c2cc(C(=O)NCC(C)C)no2)cc1	98	96	98	2	95	0.0	34	100	6	·	98
O=C(C[n+]1cn(C(F)F)c2ccccc21)c1ccc(OC(F)F)cc1	95	90	96	-2	89	0.0	19	97	7	9	90
COc1cc(C2C(C(C)=O)=C(O)C(=O)N2c2ccc(C)cc2)ccc1O (stereo not given)	99	98	100	1	98	0.1	40	99	7	·	101
CCOC(=O)c1c(C)nc2c(C#N)cnn2c1C	96	95	97	2	98	-0.3	24	98	27	-3	100
Cc1cccc(N(CC(O)CON=C2c3ccccc3-c3ccccc32)S(C)(=O)=O)c1 (stereo not given)	97	97	99	13	95	5.3	27	97	7	·	98
COC(=O)CSc1nnc(C2COc3ccccc3O2)n1-c1ccccc1 (stereo not given)	100	102	96	4	99	0.7	27	100	19	-7	103
COc1ccc(OCc2n[nH]c(=S)o2)cc1	103	101	105	5	101	0.4	9	103	9	-3	108
C[N+]1(CCOS(=O)C23CC4CC(CC(C4)C2)C3)CCOCC1 (stereo not given)	99	97	96	0	97	0.0	5	97	17	11	98
O=C(CSc1cn(CCNC(=O)c2cccs2)c2ccccc12)NC1CCCC1	104	101	99	-3	103	-2.5	18	106	9	·	106
CC(=O)c1cccc(NC(=O)C(Sc2ncnc3ccccc23)c2ccccc2)c1 (stereo not given)	102	101	101	1	102	0.2	19	105	13	-10	105
CCN1C(=O)CC(NCc2ccc3c(c2)OCO3)C1=O (stereo not given)	99	99	100	0	99	-0.2	15	102	5	1	103
CCCCC(=O)OCC(=O)Nc1ccc(C)c(F)c1	95	94	99	0	95	0.1	19	94	8	-5	99
Cc1cc(C)nc(N2CCC(CNC(=O)CCc3ccccc3)CC2)n1	102	99	101	3	98	0.8	32	101	9	·	101
Cc1ccc(C)c(S(=O)(=O)N2CCC(c3nc4c(nnn4Cc4ccc(F)cc4)c(=O)[nH]3)CC2)c1	95	95	98	1	95	-0.1	10	92	27	·	92
COc1ccc(-c2ccc(=O)[nH]n2)cc1	104	102	109	2	101	0.4	42	103	9	·	110
CCOc1ccccc1C(=O)Nc1ccccc1O	97	93	97	13	97	1.5	20	97	16	·	94
CC(=O)c1ccc(Nc2cnn(C34CC5CC(CC(CC(=O)O)(C5)C3)C4)c(=O)c2Cl)cc1	96	99	97	1	95	-0.3	14	100	8	7	103
CN(C)/C=C/C(=O)c1ccc(S(=O)(=O)c2ccccc2)cc1	99	98	102	0	99	-0.1	12	100	24	-8	102
CC(=O)c1ccc(N2CCN(C(=S)Nc3cc(C)ccc3C)CC2)cc1	99	99	100	13	97	1.3	15	99	3	7	102
CC1CC(C)CN(S(=O)(=O)c2ccc(Oc3ccc([N+](=O)[O-])cc3)cc2)C1 (stereo not given)	101	100	101	11	100	1.5	16	106	16	-20	104
Cc1nc2ccccc2c(=O)n1NC(=O)c1ccc([N+](=O)[O-])cc1	92	94	91	4	93	1.6	17	93	22	0	93
Cc1ccc(NC(=O)/C(Cl)=C/c2ccccc2)cc1C	99	99	103	-2	99	-0.5	21	95	14	-5	99
CCc1ccc(NC(=S)Nc2ccc3cn[nH]c3c2)cc1	97	95	100	13	96	0.5	9	94	23	-3	99
O=C(Nc1ccccc1)c1cc(S(=O)(=O)N2CCOCC2)cs1	106	103	105	2	102	0.3	14	106	13	·	106

Ordered by the number under Rab2 wt GTP (rising): 3 from the list above
Structure	Rab2 wt GTP
CCOc1ccccc1C(=O)Nc1ccccc1O	93
CN(CC1CCOCC1)C(=O)CC1C(=O)NCCN1Cc1cccc(Oc2ccccc2)c1 (stereo not given)	98
COc1ccc(N2CC(NC(=O)NC(C)(C)C)CC2=O)cc1 (stereo not given)	102

Further structures.
SMILES	HRas wt GTP bind	Rab2 wt GTP	Rab7 wt GTP bind	ABCG2 block	Rac1 mut GTP	ABCB1 block	GSH bead fluor	Cdc42 wt GTP	Avidin fluor	Pf gamet viab	Rac1 wt GTP bind
COCCN(C(=O)CCc1ccc(OC)cc1)c1nnc(-c2ccncc2)s1	97	98	95	2	96	0.8	25	98	10	-7	97
CC(=O)c1cnc2c(-c3cccc(Br)c3)cnn2c1C	100	100	99	16	102	·	10	105	14	·	106
Cc1nc(N)ncc1C(=O)Nc1ccccc1	94	93	95	2	92	0.6	13	93	5	23	97
O=C(CNC(=S)N(CCCN1CCOCC1)Cc1cccs1)NC1CCCCCCC1	101	100	101	1	100	3.3	13	106	11	·	105
CC1CCC2(CC1)NC(=O)N(CC(=O)Nc1ccc3c(c1)OCCO3)C2=O (stereo not given)	97	97	100	2	99	0.6	11	100	24	18	98
COc1ccc(C(c2nnnn2C2CCCC2)N2CCC(C)CC2)cc1 (stereo not given)	100	98	99	38	95	1.2	39	99	15	-4	103
Cc1ccc(-c2nnc(Cc3ccc(Cl)cc3)o2)cc1	96	96	98	0	100	-0.2	9	101	4	·	98
Cc1ccc(N2CCN(S(=O)(=O)N(C)C)CC2)cc1C	97	96	99	1	94	0.2	12	95	22	-15	97
